Screens as filed in PubChem BioAssay.
esBAF inh: blocks esBAF chromatin remodeling in mouse ES cells | Bmi1-luciferase knock-in reporter, 24 h; 100% = twice the neutral-well signal | reporter increase, % at 12.5 µM | AID 602393 | 2% of 350,000 active; in the data active = activation above about 40%;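 note: 0% = median of the plate's neutral control wells and 100% = double that signal; a rise in the Bmi1 reporter signal indicates esBAF inhibition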
S100A4 inh HTS: blocks human S100A4 binding to myosin IIA peptide; P26447; S100A4/TAMRA-MyoIIA peptide fluorescence polarization; inhibition, % at 10.7 µM; 0.14% of 360,000 active; AID 652163;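 active = mean inhibition of at least 70% across replicates, with every replicate also reaching that level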
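Material: human S100A4 monomer with TAMRA-labelled myosin IIA peptide; buffer or medium: HEPES pH 7.2 with CaCl2, KCl, NaCl, DTT, Triton; compound dosing: one concentration per compound; schedule: 5 min incubation before reading; benchmarks: neutral control DMSO, positive control TFP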
FN deposition inh: fibronectin deposition inhibition; AID 743247; 0.086% of 350,000 active; AH1F fibroblasts, Alexa488-fibronectin deposition fluorescence, overnight; inhibition, % at 12.6 µM;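 active = mean inhibition across replicates of 30% or more, regardless of how many single replicates reach that level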;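 note: positive control wells lacked labelled fibronectin entirely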
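Assay system: AH1F fibroblasts assembling fluorescent fibronectin matrix; Amount: 10000 AH1F cells per well; Buffer or medium: DMEM, 2% serum; Probe or stimulus: Alexa488-fibronectin, 24 nM final in well; Doses: single compound dose, delivered by pin transfer; Incubation: 1 h adhesion, overnight exposure; Measured by: fluorescence 485/525 nm; Read-out: fibronectin deposition inhibition.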
RAD52 anneal inh: blocks human RAD52 DNA annealing. P43351. recombinant RAD52 DNA annealing, FRET fluorescence. 0.46% of 360,000 active. AID 651710. inhibition, % at 18.7 µM;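 active = every replicate showing at least 50% inhibition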
Target sequence (P43351 whole entry, looked up): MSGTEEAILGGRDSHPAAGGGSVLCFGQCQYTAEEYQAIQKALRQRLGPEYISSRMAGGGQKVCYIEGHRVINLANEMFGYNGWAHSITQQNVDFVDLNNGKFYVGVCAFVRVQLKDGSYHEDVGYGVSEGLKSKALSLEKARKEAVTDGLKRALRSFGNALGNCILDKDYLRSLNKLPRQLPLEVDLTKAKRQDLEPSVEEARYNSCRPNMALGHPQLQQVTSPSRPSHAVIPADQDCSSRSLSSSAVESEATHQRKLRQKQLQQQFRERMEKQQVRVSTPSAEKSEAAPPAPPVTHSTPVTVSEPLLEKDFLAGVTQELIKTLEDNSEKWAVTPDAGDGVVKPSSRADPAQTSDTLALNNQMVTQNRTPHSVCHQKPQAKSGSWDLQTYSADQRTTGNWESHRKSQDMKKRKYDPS
EWS-Fli inh: inhibitors of EWS/Fli oncoprotein transcriptional activity; A673 NR0B1-luciferase reporter, viability-normalised; 0.67% of 350,000 active; inhibition, % at 12.6 µM;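 active = mean inhibition of at least 50% after viability correction, with every replicate also passing that limit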;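 note: firefly luciferase signal divided by Alamar Blue viability fluorescence both relative to DMSO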
E-selectin induc: induces E-selectin expression in human endothelial cells; 0.37% of 260,000 active; HUVEC E-selectin immunofluorescence imaging; normalized: neutral wells 0, TNF-alpha wells 100; AID 686992; activation, % at 7.58 µM;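 active = mean E-selectin-positive cell signal at least 10% of the positive control, reached in at least 60% of replicates, without over 20% cell loss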;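 note: in these data hits start at about 27%; measured in HUVEC primary endothelial cells; signal is the percent of cells scored E-selectin positive by PE staining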
Target sequence (P16581 whole entry, looked up): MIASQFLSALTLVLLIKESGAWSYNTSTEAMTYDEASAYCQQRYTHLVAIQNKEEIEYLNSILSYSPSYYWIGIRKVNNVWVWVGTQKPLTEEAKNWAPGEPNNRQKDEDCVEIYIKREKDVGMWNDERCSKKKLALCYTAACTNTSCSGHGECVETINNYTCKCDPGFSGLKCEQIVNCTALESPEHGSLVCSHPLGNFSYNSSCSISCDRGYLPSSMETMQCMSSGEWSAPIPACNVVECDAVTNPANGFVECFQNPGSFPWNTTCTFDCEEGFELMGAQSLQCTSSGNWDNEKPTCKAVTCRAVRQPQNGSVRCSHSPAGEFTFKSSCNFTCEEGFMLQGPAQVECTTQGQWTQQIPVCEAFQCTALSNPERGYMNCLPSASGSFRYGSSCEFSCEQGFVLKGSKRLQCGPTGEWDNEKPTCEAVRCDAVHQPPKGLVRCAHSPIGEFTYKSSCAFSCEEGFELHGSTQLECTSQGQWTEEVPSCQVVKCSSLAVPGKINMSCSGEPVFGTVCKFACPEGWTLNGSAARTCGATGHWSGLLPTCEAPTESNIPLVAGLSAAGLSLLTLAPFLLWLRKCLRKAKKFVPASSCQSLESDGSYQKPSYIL
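assay system = HUVEC, human umbilical vein endothelial cells | input = 3,000 HUVEC seeded per well | medium = EGM-2 growth medium on 0.1% gelatin-coated wells | dosing = one compound dose added by pin transfer | signal = immunofluorescence imaging | read-out basis = % PE-positive cells | control set = TNF-alpha, DMSO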
RAD54 branch: blocks human RAD54 Holliday junction branch migration; FAM/BHQ fluorescence; inhibition, % at 10.4 µM; 0.14% of 360,000 active;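 active = mean normalized replicate activity at least 40 and at least half of replicates scoring 40 or more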;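 note: 0% = median of neutral control wells and 100% = median of positive control wells; inhibitors cause a drop in the FAM fluorescence signal; in these data hits start at about 50%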
XiGFP reactiv: activators of X-chromosome reactivation in mouse fibroblasts. XiGFP mouse fibroblasts, % GFP-positive cells imaging, 3 d; cells co-treated with 5-aza-dC sensitizer; scaled so ellipticine positive control = 100%. activation, % at 7.58 µM. 0.055% of 360,000 active;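 active = mean normalized replicate activation at least 10% and every replicate at or above 10%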;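 note: 0% = median of on-plate neutral control wells and 100% = ellipticine 6 µM median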
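Assay system – SV40-immortalized XiGFP fibroblast cells, line 68-5-11 · Buffer or medium – DMEM supplemented with 5-aza-dC as sensitizing agent · Dosing – one concentration, pinned · Benchmarks – positive control ellipticine, 6 µM final · Times – 3 days compound exposure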
Starred values were filed as active, the others as inactive; nt = not tested or not shown; & = joins results of further samples. No enrichment for hits; any-hit rate near 3%.

structure	E-selectin induc	esBAF inh	RAD52 anneal inh	RAD54 branch	FN deposition inh	EWS-Fli inh	XiGFP reactiv	S100A4 inh HTS
C/C=C/c1ccc([C@H]2[C@@H](CO)N3C(=O)CN(C(=O)c4ccc(F)cc4)C[C@@H]23)cc1	-0.2	nt	2	nt	nt	3	0.1	-2
N#C[C@H]1[C@@H](c2ccc(C#Cc3ccccc3F)cc2)[C@@H](CO)N1C(=O)C1CCC1	-0.6	-1	39	12	12	-12	-0.1	-1
CCc1nc2ccc(C(=O)Nc3cccc(OC)c3)cn2c1N(CC)CCOC	-1.6	2	-4	-2	-5	8	0.2	1
CCn1cc(C(=O)O)c(=O)c2cc(F)c(N3CCN(C(=S)NC(=O)c4ccccc4)CC3)cc21	0.1	nt	-6	nt	3	-5	0.0	0
CC(=O)Oc1cccc(-c2nc3ccccc3c(=O)o2)c1	-0.1	nt	-8	nt	0	9	0.3	7
O=C(NC1CCNCC1)C1CC1	nt	nt	-3	nt	nt	-9	-1.0	1
CO[C@H]1CN(C)C(=O)c2cc(NC(=O)c3ccc(F)cc3)ccc2OC[C@@H](C)NC[C@H]1C	0.1	-7	nt	-7	3	-7	-0.3	nt
CN1C(=O)c2cc(NC(=O)c3ccc(F)cc3)ccc2OC[C@H]2O[C@H](CC(=O)N3CCOCC3)CC[C@@H]21	0.1	0	6	-4	0	5	0.0	1
CCC(=O)N(C)C[C@@H]1Oc2cc(C#CCOC)ccc2S(=O)(=O)N([C@@H](C)CO)C[C@@H]1C	-0.2	-1	-9	-2	-2	-5	-0.4	9
CN(C)S(=O)(=O)c1ccc(C(=O)OCC(=O)N2CC3(C)CC2CC(C)(C)C3)cc1 (stereo not given)	-0.8	0	-9	-3	10	-5	0.0	1
Cc1ccc(S(=O)(=O)NNC2=NCCCCC2)cc1	nt	-10	-15	-10	5	-3	0.0	1
COc1ccc(CCN(C)C(=O)COc2cccc(-n3cnnn3)c2)cc1OC	-3.3	2	10	2	4	-8	-0.2	6
NC(=O)[C@@H]1CCCNc2c(I)cc([N+](=O)[O-])cc2C(=O)N[C@@H](CO)C(=O)NCC(=O)N1	0.0	nt	-10	nt	3	5	0.0	-2
O=C(COC(=O)/C=C/c1ccc(F)cc1)Nc1ccc(Cl)cn1	nt	nt	-15	-1	-11	4	0.0	-4
C[C@@H]1CN([C@@H](C)CO)C(=O)Cc2cc(NC(=O)c3ccncc3)ccc2O[C@@H]1CN(C)CC1CC1	0.3	-2	6	-6	-3	-8	-1.4	-43
COc1ccc(CNC(=O)Nc2nc(C(N)Cc3ccc(Cl)cc3)cs2)cc1 (stereo not given)	0.0	-13	39	-4	-7	26	-0.1	-4
COCCCN(C(=O)C1=COCCO1)c1c(N)n(Cc2ccccc2)c(=O)[nH]c1=O	0.2	nt	-7	nt	nt	-2	0.1	-4
c1ccc(CN2C[C@@H]3N[C@H](C2)C3c2ccc(-c3ccncc3)cc2)cc1 (stereo not given in full)	0.0&1.5	nt	4&31	nt	0&15	-11&-4	0.1&0.0	2&3
CCc1ccc(NC(=O)c2cccc(C(=O)Nc3ccc(CC)cc3)n2)cc1	0.5	11	-8	-1	0	-35	0.4	-6
C[C@@H]1CN([C@@H](C)CO)C(=O)c2cc(NS(=O)(=O)c3ccc(Cl)cc3)ccc2O[C@@H](C)CCCCO[C@@H]1CN(C)C(=O)Nc1ccccc1	nt	-12	-40	-2	1	3	0.0	8
CSc1ccc(/C=C(/NC(=O)c2ccccc2)C(=O)N2CCN(C)CC2)cc1	nt	nt	-12	nt	-5	2	-0.1	-3
C[C@H](NC(=O)C1CC(=O)N(c2ccc3c(c2)OCO3)C1)C(=O)NC1CCCC1 (stereo not given in full)	nt	-5	-2	11	13	nt	0.0	9
Cc1cc(C)c2nc(NCCCNC(=S)NCCCN(C)C)c(C#N)cc2c1	nt	nt	94*	nt	8	19	-0.1	-2
Cc1cc(C)nc(NC=C2C(=O)OC(C)(C)OC2=O)n1	0.8	nt	-5	nt	-1	6	0.0	15
CN1CCN(c2ccccc2NC(=O)c2ccc(-c3ccccc3[N+](=O)[O-])o2)CC1	0.1	11	-12	-2	2	-8	0.2	-3
Cc1ccc2c(c1)c1c(n2CC(O)CN2C(=O)CNC2=O)C(=O)CCC1 (stereo not given)	0.1	3	-47	5	2	-1	0.3	1
COc1ccc(-c2ccc([C@H]3[C@H](C#N)N(C(=O)C4CC4)[C@H]3CO)cc2)cc1	0.5	3	-40	-1	-5	-2	-0.1	-7
CCNC(=O)C[C@H]1CC[C@@H]2[C@@H](COc3ccc(NC(=O)c4ccccc4Cl)cc3C(=O)N2C)O1	0.1	1	nt	1	-6	-5	0.0	nt
Cc1cn([C@H]2C[C@H](O)[C@@H](CCC(=O)NCCc3cnc[nH]3)O2)c(=O)[nH]c1=O	-3.8	-7	-8	-16	6	-1	0.0	-3
Cc1ccc(SCC(=O)Nc2ccc(S(N)(=O)=O)cc2)cc1	1.5	nt	-10	nt	3	-5	0.0	-3
O=C(C[C@@H]1CC[C@@H](NS(=O)(=O)c2ccc(F)cc2)[C@@H](CO)O1)N1CCc2ccccc2C1	2.2	1	-3	1	nt	2	0.1	9
O=C(O)[C@@H](O)c1ccccc1	-0.4	4	2	8	-3	-2	-0.1	-5
CCc1ccc(OC(C)C(=O)Nc2ccc(S(=O)(=O)Nc3nccs3)cc2)cc1 (stereo not given)	nt	nt	-22	3	7	10	0.0	24
CCCn1nnnc1SCC(=O)NNC(=O)c1ccco1	nt	nt	-11	nt	nt	5	0.2	3
COCc1ccc(C(=O)N2CCC(CCC(=O)Nc3cccc(C)c3)CC2)s1	2.0	-55	-6	-20	-2	nt	0.0	0
CC(C)C[C@@]12C(=O)N(c3cccc(Cl)c3)C(=O)N1[C@H](c1ccc(Br)cc1)[C@@H]1C(=O)N(C(C)(C)C)C(=O)[C@@H]12	-0.1	-2	-6	-5	11	-12	0.2	-2
COCCNC(=O)CS(=O)Cc1nc(-c2ccc(OC)cc2)oc1C (stereo not given)	nt	2	-7	-1	-6	-6	0.3	1
COc1ccc(NC(=O)CN2CCN(CC#N)CC2)cc1	0.2	-6	0	-4	10	-6	0.0	0
Cc1noc(C)c1NC(=O)Nc1ccc2c(c1)CC(=O)N([C@H](C)CO)C[C@H](C)[C@@H](CN(C)Cc1ccc(Oc3ccccc3)cc1)O2	-11	-1	nt	-8	nt	14	0.1	nt
CCc1nnc(NC(=O)c2oc3ccccc3c2COC(C)C)s1	-0.2	1	-26	-7	-6	0	0.4	-6
COc1ccc(Cl)cc1NC(=O)CSc1nc2[nH]ncc2c(=O)[nH]1	nt	-1	-11	10	6	3	0.0	-11
CN(CC(=O)NC(=O)NCc1ccccc1)Cc1cccc(Cl)c1Cl	1.2	nt	-15	3	3	4	-0.1	-3
COc1ccc(NC(=O)CSCC(=O)NCCc2ccccn2)cc1	nt	nt	3	nt	nt	-13	0.1	1
Cc1ccccc1NC(=O)COC(=O)c1ccc(S(=O)(=O)N2CCCCCC2)cc1	nt	nt	-8	nt	nt	1	-0.1	6
CCOc1ccc(N(CC(=O)Nc2c(C)n(C)n(-c3ccccc3)c2=O)S(=O)(=O)c2ccc(F)cc2)cc1	0.4	-2	-7	9	nt	-1	0.0	-3
COC(=O)Cn1ncc2c(C)n(Cc3ccccc3)c(C)c2c1=O	-0.1	52*	-6	7	-5	1	0.0	3
O=C(O)CC1(CC(=O)Nc2ccc3c(c2)C(=O)OC3)CCCCC1	3.1	nt	-9	12	4	3	0.0	-4
COc1ccc(CNC(=O)c2ccc(CS(=O)(=O)c3ccccc3C)o2)cc1	nt	-4	-2	-3	-12	-1	0.2	7
C[C@@H]1CCCCO[C@H](CN(C)C(=O)Nc2ccc(F)cc2)[C@@H](C)CN([C@H](C)CO)C(=O)c2cc(NS(C)(=O)=O)ccc2O1	-0.1	-4	-2	-1	nt	-3	-0.6	15
CCCS(=O)(=O)NC(=O)C1(C)CCCN(C(=O)c2ccc3snnc3c2)C1 (stereo not given)	0.1	3	-7	2	-3	9	0.0	0

Four of these compounds, reformatted:
COCc1ccc(C(=O)N2CCC(CCC(=O)Nc3cccc(C)c3)CC2)s1
  E-selectin induc: 2.0
  esBAF inh: -55
  RAD52 anneal inh: -6
  RAD54 branch: -20
  FN deposition inh: -2
  EWS-Fli inh: nt
  XiGFP reactiv: 0.0
  S100A4 inh HTS: 0

CC(C)C[C@@]12C(=O)N(c3cccc(Cl)c3)C(=O)N1[C@H](c1ccc(Br)cc1)[C@@H]1C(=O)N(C(C)(C)C)C(=O)[C@@H]12
  E-selectin induc: -0.1
  esBAF inh: -2
  RAD52 anneal inh: -6
  RAD54 branch: -5
  FN deposition inh: 11
  EWS-Fli inh: -12
  XiGFP reactiv: 0.2
  S100A4 inh HTS: -2

COCCNC(=O)CS(=O)Cc1nc(-c2ccc(OC)cc2)oc1C (stereo not given)
  E-selectin induc: nt
  esBAF inh: 2
  RAD52 anneal inh: -7
  RAD54 branch: -1
  FN deposition inh: -6
  EWS-Fli inh: -6
  XiGFP reactiv: 0.3
  S100A4 inh HTS: 1

COc1ccc(NC(=O)CN2CCN(CC#N)CC2)cc1
  E-selectin induc: 0.2
  esBAF inh: -6
  RAD52 anneal inh: 0
  RAD54 branch: -4
  FN deposition inh: 10
  EWS-Fli inh: -6
  XiGFP reactiv: 0.0
  S100A4 inh HTS: 0

Next part.
structure	E-selectin induc	esBAF inh	RAD52 anneal inh	RAD54 branch	FN deposition inh	EWS-Fli inh	XiGFP reactiv	S100A4 inh HTS
COc1ccc(-c2ccc(C(c3c(C)[nH][nH]c3=O)c3c(C)[nH][nH]c3=O)o2)c([N+](=O)[O-])c1	1.9	nt	-2	nt	-9	-3	-0.1	11
COc1cccc(NC(=O)COC(=O)c2ccccc2C(=O)N2CCN(c3ccccc3)CC2)c1	4.1	nt	-18	nt	-3	6	0.1	3
CCN(CC)c1ccc(NC(=O)COC(=O)COc2ccccc2[N+](=O)[O-])cc1	nt	nt	-2	nt	-7	-7	-0.1	-7
CCc1nnc(NC(=O)c2cc(S(=O)(=O)N3CCOCC3)ccc2N2CCCCC2)s1	-2.0	-1	-9	-4	1	13	0.2	-2
O=C(/C=C/[C@H]1O[C@@H](n2ccc(=O)[nH]c2=O)[C@H](O)[C@@H]1O)NCCc1cccs1	0.4	-3	-18	-6	9	-2	-0.1	-13
